# TRHR agonist: activates the human TRH receptor; activation, % at 2 µM; TRHR cells, calcium flux fluo-8, FDSS agonist mode; P34981; AID 493084; actives 0.18% (n = 360,000); in the data active = activation above about 30%; also: 0% is about no effect
#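 In this calcium-flux screen, cells bearing human TRHR are dye-loaded with fluo-8, baselined for 10 cycles, then exposed to library compounds; positive kinetic calcium responses during the agonist phase mark hits, with TRH as control.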
# TrxR1 substrate: substrates of rat thioredoxin reductase 1. O89049. purified TrxR1 substrate turnover, NADPH consumption readout. Potency, µM (titrated, usually from 114 µM), without a hit: at the highest dose activity change, negative = substrate turnover. actives 0.01% (n = 390,000); also: potency is read from the fitted curve at half-maximal effect; % is scaled to controls: 0 for no effect and ±100 for the full control effect; nearly all actives have a fitted effect of over 50% in size
#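 Rat TrxR1, dispensed at 90 nM, was prereduced with 400 uM NADPH (final) for 5 min at ~22 deg C, then incubated with compound 15 min before 400 uM selenite. A first-read NADPH fluorescence drop versus no-compound background flagged substrates.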
# D2 antagonist: antagonists of human D2 dopamine receptor; P14416; HEK293 TREx D2 cells, calcium flux, dopamine EC80; inhibition, % at 10 µM; actives 2% (n = 340,000); AID 485344; in the data active = inhibition above about 30%; also: 0% is about no effect
#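 Tetracycline-induced HEK293 TREx cells expressing D2 receptor forced-coupled to calcium signalling, loaded with no-wash calcium dye. Compounds added and calcium flux read 180 s, then dopamine added at EC80 and read a further 180 s.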
# TrxR1 inh: inhibitors of rat thioredoxin reductase 1; AID 588453; recombinant rTrxR1, NADPH fluorescence consumption, selenite substrate; Potency, µM (titrated, usually from 114 µM), without a hit: at the top dose activity change, negative = inhibition, hits mostly inhibitors; actives 1% (n = 390,000); also: potency is read from the fitted curve at half-maximal effect; % is scaled to controls: 0 for no effect and ±100 for the full control effect; nearly all actives have a fitted effect of over 65% in size
#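 Rat TrxR1 (90 nM in the dispensed reagent) was pre-reduced with 400 uM NADPH for 5 min at room temperature, then incubated with compound for 15 min. After 400 uM selenite was added, NADPH fluorescence (Ex 340/Em 450 nm) was followed for 8 min.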
# TRHR PAM: allosteric enhancers of human TRH receptor. TRHR cells, fluo-8 calcium fluorescence, EC20 TRH enhancement. enhancement, % at 2 µM. actives 0.66% (n = 360,000). AID 493056. P34981; in the data active = enhancement above about 30%; also: 0% is about no effect
#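 Enhancer read-out: after compound pinning and an initial kinetic agonist-mode read, an EC20 of TRH (10 nM final) was injected and fluo-8 calcium signal (Ex 480/Em 530) followed at 1 s/cycle for 100 cycles in TRHR-expressing cells.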
# PI4K2A inh: PI4K2A (human) kinase inhibition. Q9BTU6. purified PI4K2A, ADP-Glo luminescence, 1 h; active compounds read low. activity change, negative = inhibition, % at 76.9 µM. actives 0.13% (n = 420,000). AID 1346378; in the data active = activity change below about -50%;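 also: -100% = wells without enzyme as full effect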
# Target sequence (Q9BTU6 whole entry, looked up): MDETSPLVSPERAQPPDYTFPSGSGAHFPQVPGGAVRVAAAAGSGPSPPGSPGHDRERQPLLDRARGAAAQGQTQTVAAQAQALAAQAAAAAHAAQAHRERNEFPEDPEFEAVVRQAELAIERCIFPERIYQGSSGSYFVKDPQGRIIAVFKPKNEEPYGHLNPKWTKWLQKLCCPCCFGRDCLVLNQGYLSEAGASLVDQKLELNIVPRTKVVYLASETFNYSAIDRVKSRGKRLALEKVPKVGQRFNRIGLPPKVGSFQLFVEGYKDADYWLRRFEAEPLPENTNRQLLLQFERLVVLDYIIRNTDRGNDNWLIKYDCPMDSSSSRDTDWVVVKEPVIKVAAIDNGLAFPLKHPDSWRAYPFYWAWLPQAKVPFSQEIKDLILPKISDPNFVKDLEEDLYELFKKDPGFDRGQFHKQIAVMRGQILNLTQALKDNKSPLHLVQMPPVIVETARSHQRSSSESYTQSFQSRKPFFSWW
#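 Compounds are screened against recombinant PI4K2A using PI as substrate and ATP, the latter dispensed at 300 microM. Reactions run one hour at ambient temperature before ADP-Glo detection; full inhibition defined by wells lacking enzyme.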
# D2 agonist: activates the human D2 dopamine receptor; HEK293 T-REx D2 cells, calcium flux agonist mode; P14416; activation, % at 2 µM; actives 0.53% (n = 340,000);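 active = activation over 3 SD above normal in the single-dose calcium agonist read, cut at about 30% in these data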; also: 0% is about no effect
#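 Agonism is scored from calcium flux in a force-coupled, inducible HEK293 cell line expressing D2, read kinetically for 180 s after compound addition against dopamine controls.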
# IDH1 R132H inh: inhibitors of human mutant IDH1 R132H; Potency, µM (top dose mostly 76.6 µM), without a hit: at the top dose activity change, negative = inhibition, most hits filed as inhibitors; IDH1-R132H enzyme, NADPH consumption, diaphorase/resazurin fluorescence; actives 0.093% (n = 390,000); AID 602179; also: potency is read from the fitted curve at half-maximal effect; % is scaled to controls: 0 for no effect and ±100 for the full control effect; nearly all actives have a fitted effect of over 65% in size
# Target sequence (O75874 whole entry R132H, stated change not applied): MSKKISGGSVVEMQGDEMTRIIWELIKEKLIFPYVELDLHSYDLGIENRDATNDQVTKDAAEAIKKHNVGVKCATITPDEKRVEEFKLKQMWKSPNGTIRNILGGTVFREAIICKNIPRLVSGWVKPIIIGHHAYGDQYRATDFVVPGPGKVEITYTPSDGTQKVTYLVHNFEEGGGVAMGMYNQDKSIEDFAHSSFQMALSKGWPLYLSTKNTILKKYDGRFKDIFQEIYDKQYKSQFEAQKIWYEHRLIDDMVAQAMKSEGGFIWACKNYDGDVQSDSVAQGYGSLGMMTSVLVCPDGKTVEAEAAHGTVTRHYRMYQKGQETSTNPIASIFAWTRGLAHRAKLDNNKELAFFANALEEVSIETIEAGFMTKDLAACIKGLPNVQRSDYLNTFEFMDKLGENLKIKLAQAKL
#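 IDH1-R132H (0.5 ug/mL) preincubated 30 min with compound, then NADPH (0.016 mM) and alpha-KG (2 mM) added; 80 min at RT, pH 7.5. Remaining NADPH coupled via diaphorase/resazurin to fluorescence (540/590 nm); concentration-response curves normalized to no-enzyme control.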
# USP1-UAF1 inh: blocks the human USP1/UAF1 deubiquitinase complex; O94782; recombinant USP1/UAF1, Ub-Rhodamine cleavage fluorescence; Potency, µM (top dose mostly 57.1 µM), inactives show top-dose activity change, negative = inhibition, actives largely listed as inhibitors; actives 0.23% (n = 390,000); AID 743255; also: potency is read from the fitted curve at half-maximal effect; % is scaled to controls: 0 for no effect and ±100 for the full control effect; nearly all actives have a fitted effect of over 60% in size; inactives centre near -12
#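 1 nM enzyme complex + cpd, 15 min RT; start with Ub-Rho 150nM final; kinetic fluorescence ex 480/em 540, 6 reads q60 s. Buffer 50mM HEPES pH 7.8, 0.5mM EDTA, 0.1 mg/ml BSA, 1mM TCEP, 0.01% Tween-20.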
# Starred values were filed as active, the others as inactive; · = no result given; & = joins results of further samples; [ ] = another dose, or the depositor's remark. Unless noted, calls follow the shape of the dose curve; as a rule, active = well fitted inhibition curve with a large enough effect; inconclusive = small, poorly fitted or top-dose-only effect; inactive = no such curve, though single readings can be large or run the other way.
1) Cc1ccc(Nc2nc(N)nc(CSc3nnc(C)s3)n2)cc1
2) CC(C)c1nnc(NC(=O)c2ccc(S(=O)(=O)N3CCOCC3)cc2)s1
3) CN1CCN(S(=O)(=O)c2ccc(NC(=O)Nc3cccc(Cl)c3)cc2)CC1
4) CCC(=O)NCCc1nc2ccccc2n1CC
5) O=C(O)CCCCCNC(=O)c1cccc(Br)c1
6) COc1ccc(Cl)cc1NC(=O)C1CCN(C(=O)C2CC(=O)N(c3ccc(C)cc3)C2)CC1 (centres undefined)
7) CCOC(=O)C1CCN(C(=O)COC(=O)c2ccc(=O)n(Cc3ccccc3)n2)CC1
8) Cc1ccccc1-n1c(SCC(=O)c2cc(C)n(C)c2C)nnc1-c1ccncc1

assay / entry	1	2	3	4	5	6	7	8
TRHR agonist	-0.3	-1.8	3.1	0.3	-0.8	1.0	-0.3	0.0
TrxR1 substrate	4.3%[57.1 µM]	0.4%[57.1 µM]	-6.8%	8.1%[57.1 µM]	4.6%[57.1 µM]	-3.8%	9.0%	-1.4%
D2 antagonist	·	1.8	-4.9	-2.7	-8.4	36.9*	-19.7	-8.1
TrxR1 inh	2.8%[57.1 µM]	-1.6%[57.1 µM]	-2.2%	10.3%[57.1 µM]	8.9%[57.1 µM]	2.3%	15.5%	-17.6%
TRHR PAM	-4.6	-3.9	-1.8	3.9	5.1	20.8	-1.8	8.5
PI4K2A inh	-1.8	-6.3	6.1	1.3	-1.6	1.7	0.8	-8.8
D2 agonist	·	-1.2	3.7	-0.2	0.3	1.2	0.1	-0.5
IDH1 R132H inh	3.2%	-2.9%	20.2%	-4.3%	-1.3%	2.1%	5.0%	-0.9%
USP1-UAF1 inh	-12.2%	-0.2%	-6.0%	-6.0%	-2.8%	-2.1%	-5.2%	-18.7%

# Just TrxR1 inh and TRHR PAM (3 entries from above):
no. | SMILES | TrxR1 inh | TRHR PAM
2 | CC(C)c1nnc(NC(=O)c2ccc(S(=O)(=O)N3CCOCC3)cc2)s1 | -1.6%[57.1 µM] | -3.9
3 | CN1CCN(S(=O)(=O)c2ccc(NC(=O)Nc3cccc(Cl)c3)cc2)CC1 | -2.2% | -1.8
4 | CCC(=O)NCCc1nc2ccccc2n1CC | 10.3%[57.1 µM] | 3.9

# Continued.
9) CCOc1ccc2nc(NC(=O)C(NS(=O)(=O)c3cccs3)C(C)C)sc2c1 (centres undefined)
10) O=C(CSc1nnnn1-c1ccc(O)cc1)Nc1cccc(S(=O)(=O)N2CCCC2)c1
11) CCC(=O)NS(=O)(=O)c1cccnc1Nc1ccc(Cl)cc1
12) COc1ccccc1Cc1noc(-c2cc(Cl)ccc2OC)n1
13) CCOC(=O)n1c(=O)oc2cc(S(=O)(=O)N3CCCCC3)ccc21
14) Nc1ccc(S(=O)(=O)NNC(=O)C(=O)NNc2ccccc2)cc1
15) Cc1ccn2cc(C(=O)Nc3ccccc3N3CCOCC3)nc2c1
16) COC(=O)c1c(NC(=O)Cc2ccc(OC)c(S(=O)(=O)N3CCOCC3)c2)sc(C)c1C

assay / entry	9	10	11	12	13	14	15	16
TRHR agonist	0.7	-0.2	-0.3	1.1	0.7	0.7	0.7	-0.4
TrxR1 substrate	4.2%	-2.6%	-7.9%	5.7%	3.3%	17.1%	7.1%	3.8%
D2 antagonist	-11.5	5.5	10.7	-14.9	-15.5	·	0.7	-1.7
TrxR1 inh	16.3%	4.8%[57.1 µM]	4.7%[57.1 µM]	26.7%	3.4%	26.0%	19.5%	11.1%
TRHR PAM	-1.8	7.1	2.6	-5.2	6.3	-5.9	3.8	4.8
PI4K2A inh	-3.2	-4.9	7.0	8.1	1.6	1.4	0.3	3.8
D2 agonist	-0.2	-0.9	-0.1	1.9	0.1	·	0.8	-0.5
IDH1 R132H inh	11.6%	0.0%	-5.1%	2.3%	0.2%	5.5%	8.3%	1.3%
USP1-UAF1 inh	3.4%	4.5%	-2.0%	-6.6%	-11.5%	-2.9%	5.0%	-14.6%

# 5 entries out of the list, arranged by formula weight, highest first.
16) COC(=O)c1c(NC(=O)Cc2ccc(OC)c(S(=O)(=O)N3CCOCC3)c2)sc(C)c1C
9) CCOc1ccc2nc(NC(=O)C(NS(=O)(=O)c3cccs3)C(C)C)sc2c1 (centres undefined)
11) CCC(=O)NS(=O)(=O)c1cccnc1Nc1ccc(Cl)cc1
15) Cc1ccn2cc(C(=O)Nc3ccccc3N3CCOCC3)nc2c1
12) COc1ccccc1Cc1noc(-c2cc(Cl)ccc2OC)n1

assay / entry	16	9	11	15	12
TRHR agonist	-0.4	0.7	-0.3	0.7	1.1
TrxR1 substrate	3.8%	4.2%	-7.9%	7.1%	5.7%
D2 antagonist	-1.7	-11.5	10.7	0.7	-14.9
TrxR1 inh	11.1%	16.3%	4.7%[57.1 µM]	19.5%	26.7%
TRHR PAM	4.8	-1.8	2.6	3.8	-5.2
PI4K2A inh	3.8	-3.2	7.0	0.3	8.1
D2 agonist	-0.5	-0.2	-0.1	0.8	1.9
IDH1 R132H inh	1.3%	11.6%	-5.1%	8.3%	2.3%
USP1-UAF1 inh	-14.6%	3.4%	-2.0%	5.0%	-6.6%

# Carrying on:
17) CCCCOC(=O)NCN1C(=O)C2C3C=CC(C3)C2C1=O (centres undefined)
18) CCOC(=O)C1=CC[C@@H](c2cc3cc(OC)ccc3n2C)N(S(=O)(=O)c2ccc(C)cc2)[C@H]1C(=O)OCC
19) O=C(N1CCOCC1)C12CC3CC(C1)CC(c1ccccc1)(C3)C2
20) COc1ccccc1N1CCN(CC(=O)Nc2c(C)n(C)n(-c3ccccc3)c2=O)CC1
21) COc1cc(OCc2ccccc2)c(C(=O)/C=C/c2ccc3c(c2)OCO3)c(OC)c1OC
22) C#CC[N+]1(CC#Cc2cccc(C)c2)CCCCC1
23) O=C(COC(=O)c1ccccc1Oc1ccccc1)NC1CC1
24) COc1ccc(CN2CCCC(CO)(Cc3ccc(F)cc3)C2)cc1C (centres undefined)

assay / entry	17	18	19	20	21	22	23	24
TRHR agonist	1.0	·	-0.2	1.1	·	0.2	-0.4	0.9
TrxR1 substrate	-4.7%	9.8%	-8.1%	5.5%	-4.6%	5.2%[57.1 µM]	-7.2%	3.0%
D2 antagonist	11.3	·	-10.4	5.7	·	10.6	-2.6	3.7
TrxR1 inh	-10.9%	33.5%[activator]	-13.0%	24.7%	12.0%	19.1%[57.1 µM]	-2.7%	15.5%
TRHR PAM	-2.5	·	4.1	-0.6	·	-5.1	1.6	-4.1
PI4K2A inh	0.9	-0.8	1.1	8.0	6.0	-0.2	2.5	0.8
D2 agonist	0.6	·	3.6	1.5	·	0.2	3.0	-0.2
IDH1 R132H inh	1.9%	5.9%	4.7%	4.5%	0.0%	5.4%	5.3%	-1.9%
USP1-UAF1 inh	-26.8%	-19.2%	-17.0%	-17.6%	-24.1%	-15.6%	-22.9%	-7.8%

25) Cc1nn(C(C)(C)C)c(C)c1/C=N/OC(=O)Nc1ccc(Cl)c(Cl)c1
26) CSc1ccc(CCNS(=O)(=O)c2ccc3c(c2)C(C)(C)C(=O)N3C)cc1
27) COc1cccc(CNC(=O)c2ccc(NC(=O)CC3SC(N4CCCC4)=NC3=O)cc2)c1 (centres undefined)
28) CC(C(=O)Nc1ccc(F)c(F)c1F)N(C)CCOc1ccccc1 (centres undefined)
29) O=C(NCCN1C(=O)C2C3C=CC(C3)C2C1=O)N1CCCCC1 (centres undefined)
30) CC1CCCC(C)N1C(=O)COC(=O)c1cccc(S(=O)(=O)N(C)c2ccccc2)c1 (centres undefined)
31) CCOC(=O)C1=C(CC)Nc2ccccc2N=C1NC(=O)c1cc(S(=O)(=O)N2CCOCC2)ccc1C
32) O=C(OCc1cccc([N+](=O)[O-])c1)c1ccc[nH]c1=O

assay / entry	25	26	27	28	29	30	31	32
TRHR agonist	1.8	-1.0&-0.1	0.3	0.2	1.1	-0.6	·	0.0
TrxR1 substrate	2.2%	-5.7%	-11.5%	-1.3%	9.3%[57.1 µM]	-4.2%	2.0%	-8.3%
D2 antagonist	-10.1	-3.9	-10.5	-3.4	-24.0	-11.6	·	-15.0
TrxR1 inh	10.5%	7.0%	-9.3%	39.4%[activator]	13.1%[57.1 µM]	20.2%	35.5%	6.8%
TRHR PAM	-8.3	-0.3&9.4	6.2	45.8*	-8.7	-7.0	·	5.0
PI4K2A inh	-2.6	0.6&-0.8	-0.6	4.8	-3.7	3.4	-7.6	7.0
D2 agonist	-1.1	-0.7&-0.6	0.7	1.9	0.8	-0.3	·	0.0
IDH1 R132H inh	4.2%	2.2%&7.8%	7.4%	13.2%	-2.5%	7.3%	6.5%	-5.6%
USP1-UAF1 inh	-22.6%	-15.7%&-12.1%	-16.3%	-14.8%	-1.0%	-24.4%	-7.2%	-24.3%

33) O=C(Nc1ccc2oc(-c3ccncc3)nc2c1)c1c(F)c(F)c(F)c(F)c1F
34) CC(=O)Cc1cc(O)c2ccccc2c1OC(=O)c1ccccc1
35) O=C(Nc1ccccc1C(=O)O)c1cccc(F)c1
36) CCOc1ccc(N2C(=O)CC(N(O)c3ccccc3)C2=O)cc1 (centres undefined)
37) Cc1ccc2[nH]c3c(c2c1)CCN(C)C3

assay / entry	33	34	35	36	37
TRHR agonist	0.4	-0.7	·	-0.3	0.3
TrxR1 substrate	12.0%	-5.0%[57.1 µM]	-8.9%[57.1 µM]	3.5%	-6.4%
D2 antagonist	-6.2	-1.4	·	-13.3	33.7*
TrxR1 inh	14.5%	-1.8%[57.1 µM]	5.6%[57.1 µM]	12.6µM*	-18.7%
TRHR PAM	-0.8	14.5	·	-0.8	12.0
PI4K2A inh	-15.4	1.1	-1.4	21.1	2.5
D2 agonist	1.1	0.2	·	-0.1	0.9
IDH1 R132H inh	18.1%	0.0%	7.3%	9.4%	1.0%
USP1-UAF1 inh	-8.6%	-16.4%	-16.4%	-9.8%	-9.0%

# Screens: PubChem, National Center for Advancing Translational Sciences (NCATS)
